Screens deposited in PubChem BioAssay by Broad Institute.
Cneo AK release: Cryptococcus neoformans cell lysis inducers, primary screen, AK release luminescence, single concentration | C. neoformans lysis, adenylate kinase release luminescence, 4 h; normalised: neutral wells 0, clomiphene wells 100 | lysis activity, % at 15 µM | 360,000 compounds, 0.2% hits;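 active = mean lysis activity across replicates of at least 80%, whatever share of replicates individually reach that level; inactive = mean lysis activity below 80%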
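Material: C. neoformans cells; Schedule: 4 h static compound exposure, 37 °C, read 1 h post-reagent; Measured by: adenylate kinase release luminescence; Read-out: signal increase indicating cell lysis; Controls: Clomiphene as positive lysis control.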
F508del corr: F508del CFTR correction, initial screen, CFBE line, single point; 350,000 compounds, 0.36% hits; CFBE cells, YFP halide quenching; stimulated with forskolin plus potentiator P3; % fluorescence drop versus neutral controls; AID 720511, 2013; activity (quench increase), % at 7.58 µM;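 active = mean added fluorescence quench of at least 8% versus neutral control, with both replicates also reaching 8%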;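 also: cells transiently co-express mutant CFTR-F508del with the halide-sensitive YFP; corrector assay measuring rescue of mutant channel to the surface after 24 h compound exposure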
miR-122 sensor: miR-122 Renilla sensor signal increase in Huh7, primary screen, miR-122 inhibitor project, cell-based, single point, plate reader | activation (reporter increase), % at 12.5 µM | Huh7 miR-122 Renilla luciferase sensor, 48 h; neutral wells = 0, positive control = 100 | 340,000 compounds, 0.3% hits;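 active = mean replicate activation score at least 90 and every replicate individually at or above 90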;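 also: higher luciferase means less miR-122 activity so hits act as miR-122 inhibitors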
PGC1a acetyl inh: inhibitors of PGC1a acetylation signal, primary screen, cell-based, U2OS, AlphaScreen, inhibitor mode; AlphaScreen anti-acetyl-lysine; with virally co-expressed GCN5 acetyltransferase; inhibition, % at 15.6 µM; 350,000 compounds, 0.17% hits;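 active = every replicate shows inhibition of at least 40%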;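 also: 0% = neutral control wells and 100% = positive control wells; some results beyond the cut were filed as inactive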
PglD DTNB: C. jejuni PglD acetyltransferase inhibitors, primary screen, biochemical, DTNB colorimetric, single point | AID 602405, 2012 | inhibition, % at 12.5 µM | 360,000 compounds, 0.098% hits | UDP-N-acetylbacillosamine N-acetyltransferase PglD (Campylobacter jejuni) | purified PglD enzyme, DTNB colorimetric CoA detection; in the data active = inhibition above about 16%, passing the limit was not always enough; also: strong numbers were not always called active
FN deposition inh: inhibitors of fibronectin matrix deposition, primary screen, AH1F cells, Alexa488-fibronectin fluorescence, plate reader | AH1F fibroblasts, overnight | inhibition, % at 12.6 µM | 350,000 compounds, 0.086% hits;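 active = mean inhibition across replicates of 30% or more, regardless of how many single replicates reach that level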;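 also: positive control wells lacked labelled fibronectin entirely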
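Assay system: AH1F fibroblasts assembling fluorescent fibronectin matrix; Amount: 10000 AH1F cells per well; Buffer or medium: DMEM, 2% serum; Probe or stimulus: Alexa488-fibronectin, 24 nM final in well; Doses: single compound dose, delivered by pin transfer; Incubation: 1 h adhesion, overnight exposure; Measured by: fluorescence 485/525 nm; Read-out: fibronectin deposition inhibition.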
C2C12 statin: suppressors of statin myotoxicity in C2C12 myotubes, primary screen, cell-based, single point, plate reader | C2C12 myotubes + simvastatin, ATP luminescence, 48 h; scaled: DMSO 0, geranylgeraniol control 100 | rescue of ATP level, % at 7.49 µM | 330,000 compounds, 0.78% hits | AID 602340, 2012;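 active = mean ATP rescue above about 67%, or every replicate alone reaching that limit, limit read from the data, passing the limit was not always enough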;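 also: myotubes were challenged with 10 µM simvastatin during compound exposure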
GSIS activator: GLuc luminescence reporter in INS-1E cells, primary screen for activators of glucose-dependent secretion of insulin | INS-1E GLuc reporter insulin secretion, 2-3 h | activation, % at 16.6 µM | 370,000 compounds, 0.61% hits | AID 743287, 2014;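 active = lowest replicate activation of at least 40%, so every replicate reaches that level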;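 also: 0% = median of neutral control wells and 100% = median of IBMX positive control wells; some compounds called inactive have numbers as strong as hits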
* hit, by the source's call; x = not tested or not shown; & = joins results of further samples; [ ] = another dose, or the depositor's remark.

SMILES	Cneo AK release	F508del corr	miR-122 sensor	PGC1a acetyl inh	PglD DTNB	FN deposition inh	C2C12 statin	GSIS activator
Cc1cc(S(=O)(=O)N2CCOCC2)ccc1OCC(=O)Nc1cccc(C(F)(F)F)c1	0	-1.8	-4	1	5	-2	-25	8
CC(Oc1cc2oc(=O)c3c(c2cc1Cl)CCCC3)C(=O)NCC1CCC(C(=O)O)CC1 (stereo not given)	0	5.4	2	3	0	-13	-4	29
COc1ccc(CCNS(=O)(=O)c2c(C)nc3scc(C)n3c2=O)cc1OC	-1	2.5	-2	2	0	3	3	26
Nc1c(C(=O)c2ccc(Cl)cc2)sc2nc3c(cc12)CCC3	7	x	-13	16	-8	0	x	13
CC(C)c1ccc(N(C)C(=O)Cc2c(C(=O)O)n(C)c3ccccc23)cc1	1	-1.1	-5	6	-2	3	6	-12
COc1ccc(NC(=O)N(C)C[C@@H]2Oc3cc(-c4ccncc4)ccc3S(=O)(=O)N([C@@H](C)CO)C[C@@H]2C)cc1	1	2.8	12[16.7 µM]	-9	-4	3	25	-7
COc1cc(/C=C2/SC(=S)N(CCC(=O)Nc3ccccc3)C2=O)cc(OC)c1OC	2	4.0	0	10	-1	4	8	4
CCNC(=O)C(Cc1ccccc1)NC(=O)OCc1ccccc1 (stereo not given)	3	1.4	-7	13	5	0	x	2
CC1(C)Cc2c(C#N)c(N3CCCC3)nc(-c3ccco3)c2CO1	0	2.6	x	-7	5	-12	4	-25
O=C(CSc1ncnc2c1oc1ccccc12)Nc1nc2ccccc2s1	-1	-3.7	-2	15	-5	7	2	-1
COc1ccc(N2CCN(S(=O)(=O)c3cccc4cccnc34)CC2)cc1	2	-0.4	3	-11	-4	1	16	19
O=C(CCc1nc(-c2ccc(Cl)cc2)no1)NCC1CCCO1 (stereo not given)	-1	0.9	2	-3	-4	-4	-1	-18
CNC[C@@H]1Oc2ccc(NS(=O)(=O)c3cccs3)cc2CC(=O)N([C@H](C)CO)C[C@@H]1C	4	-1.4	-6[16.7 µM]	3	-1	-3	6	7
CCCNC(=O)N1[C@H](C#N)[C@@H](c2ccccc2)[C@H]1CO	-1	-4.7	x	6	-2	-8	6	0
S=c1nc(-c2ccccc2)n(CCCn2ccnc2)c2c1CCCC2	2	1.2	-7	-13	6	-6	10	7

Compound profiles, as listed above. Order of screens: Cneo AK release, F508del corr, miR-122 sensor, PGC1a acetyl inh, PglD DTNB, FN deposition inh, C2C12 statin, GSIS activator
Nc1c(C(=O)c2ccc(Cl)cc2)sc2nc3c(cc12)CCC3 reads 7, x, -13, 16, -8, 0, x, 13
O=C(CCc1nc(-c2ccc(Cl)cc2)no1)NCC1CCCO1 (stereo not given) reads -1, 0.9, 2, -3, -4, -4, -1, -18

Following part:
SMILES	Cneo AK release	F508del corr	miR-122 sensor	PGC1a acetyl inh	PglD DTNB	FN deposition inh	C2C12 statin	GSIS activator
Cc1ccccc1C(=O)NCCNC(=O)c1ccco1	0	-0.7	-18	12	2	5	1	13
O=C1NC2(Nc3ccccc31)C(=O)Nc1ccc(Br)cc12 (stereo not given)	-4	-2.6	8	x	6	-23	3	5
Cc1ccc(N2C(N)=NC(N)=NC23CCCC3)c(C)c1	0	x	-1	4	2	x	x	30
COc1ccc(OCC(=O)NNC(=O)c2cccs2)cc1	1	x	1	-4	-2	8	x	x
CC1=NN(C(C#N)c2ccccc2C)C(c2ccccc2)C1 (stereo not given)	0	0.2	0	-8	10	1	6	x
C[C@@H]1CN([C@H](C)CO)C(=O)Cc2cc(NC(=O)C3CC3)ccc2O[C@H]1CN(C)C(=O)Nc1ccc2c(c1)OCO2	0	-0.4	-7[16.7 µM]	2	1	x	-13	9
COc1ccc(CNC(=S)Nc2cccc(F)c2)cc1	5	0.9	60	x	1	-5	24	-7
CNC(=O)C[C@@H]1CC[C@@H]2[C@H](COc3ccc(NC(=O)c4cccs4)cc3C(=O)N2C)O1	49	1.0	12[16.7 µM]	7	3	-10	-11	2
CCC(=O)N1[C@H](CO)[C@H]2c3ccccc3N(C(=O)c3ccc4c(c3)OCO4)C[C@H]21	-1	0.6	0[16.7 µM]	-4	-2	x	-13	2
Cc1cc(C2=NNC(=NCCc3ccccc3)SC2)c(C)n1CC1CCCO1 (stereo not given)	13	-0.2	-3	-4	-4	-5	-14	-9
O=C(Cn1cnc2ccccc2c1=O)NNC(=O)c1cccc([N+](=O)[O-])c1	-2	-2.7	-1	3	-1	7	-9	-3
CCc1nc2ccccc2c(C(=O)OCC(=O)N(C)Cc2ccccc2)c1C	-1	-0.2	-1	-4	x	4	-6	-20
CN(C)CCCNC(=O)C[C@H]1CC[C@H]2[C@@H](COc3ccc(NC(=O)c4ccccc4F)cc3C(=O)N2C)O1	0	-1.1	-38[16.7 µM]	6	2	-3	-24	2
C#CCNC(=O)C1=C[C@@H](c2ccc3c(c2)OCO3)C[C@@H](OCCCCO)O1	0&1	-1.0&2.2	6	-1	-1	-2	-10	27
COc1ccc(S(=O)(=O)Nc2ccc3c(c2)C(=O)N([C@H](C)CO)C[C@H](C)[C@@H](CN(C)S(=O)(=O)c2ccc(OC)cc2)OCCCC[C@@H](C)O3)cc1	-8	-3.5	-2[16.7 µM]	-18	-1	-1	x	11
O=C(OCc1cn([C@@H]2CN(C(=O)c3cccs3)[C@@H](c3ccccc3)C[C@H]2O)nn1)c1ccccc1	-1	0.8	-4	-6	1	-4	-11	-16
Cc1cc(C)cc(NCc2cc(=O)oc3cc(C)c(O)cc23)c1	1	-0.1	8	1	-3	7	1	4
COc1ccc([C@H]2C[C@@H](O)[C@H](n3cc(COC(=O)c4ccccc4)nn3)CN2Cc2cccs2)cc1	0	1.2	4	8	-1	1	3	-4
COc1ccc(NC(=O)N(C)C[C@@H]2Oc3ccc(NC(=O)NC(C)C)cc3CC(=O)N([C@@H](C)CO)C[C@@H]2C)cc1	-6	-3.0	3[16.7 µM]	-3	5	-10	-3	33
C=CCN(c1ccccc1)S(=O)(=O)c1cccc(C(=O)NCC2CCCO2)c1 (stereo not given)	1	0.6	5	8	-4	3	x	-5
Cc1sc2ncnc(N/N=C/c3ccccc3O)c2c1C	-2	x	-37	x	1	x	x	-26
CCNc1cc(Nc2c(C)n(C)n(-c3ccccc3)c2=O)c([N+](=O)[O-])c2nonc12	5	0.2	-2	2	-19	-9	x	-4
CC1CCN(c2ccc(-c3cccc(NC(=O)c4ccco4)c3)nn2)CC1	-8	2.3	2	4	-4	-13	-21	-6
CC(=O)Nc1ccc(N(C(=O)c2ccco2)C(C(=O)NC2CCCCC2)c2ccccc2)cc1 (stereo not given)	0	-0.2	-4	x	-1	-1	9	-4
COCC#Cc1ccc([C@@H]2[C@@H](C#N)N(C(=O)Cc3ccccc3)[C@@H]2CO)cc1	-1	-0.3	x	9	-3	-2	16	4
CC(=O)c1c(C)n(-c2cccc(Cl)c2)c2ccc(O)cc12	1	0.5	6	x	-1	4	-8	28
CCN(C[C@H]1N[C@H](CO)[C@@H]1c1ccc(-c2cccc(F)c2)cc1)C(=O)COC	2	6.2	-6[16.7 µM]	-19	-4	-9	-14	-5
CO[C@H]1CN(C)C(=O)c2cc(NC(C)=O)ccc2OC[C@@H](C)N(Cc2ccccc2C(=O)O)C[C@@H]1C	2	4.1	-11[16.7 µM]	11	-1	-6	13	1
COc1ccccc1CNC(=O)C(=O)NCC1OCCCN1S(=O)(=O)c1cccs1 (stereo not given)	0	-1.5	x	x	-1	x	-8	42
C[C@@H]1CN([C@@H](C)CO)C(=O)Cc2cc(NC(=O)Cc3cn(C)c4ccccc34)ccc2O[C@H]1CN(C)C(=O)Nc1cccc2ccccc12	-3	-4.2	-1[16.7 µM]	-9	2	-4	31	1

Ordered by SMILES length (high to low): some entries from above
SMILES	Cneo AK release	F508del corr	miR-122 sensor	PGC1a acetyl inh	PglD DTNB	FN deposition inh	C2C12 statin	GSIS activator
CCNc1cc(Nc2c(C)n(C)n(-c3ccccc3)c2=O)c([N+](=O)[O-])c2nonc12	5	0.2	-2	2	-19	-9	x	-4
Cc1cc(S(=O)(=O)N2CCOCC2)ccc1OCC(=O)Nc1cccc(C(F)(F)F)c1	0	-1.8	-4	1	5	-2	-25	8
O=C(Cn1cnc2ccccc2c1=O)NNC(=O)c1cccc([N+](=O)[O-])c1	-2	-2.7	-1	3	-1	7	-9	-3
Nc1c(C(=O)c2ccc(Cl)cc2)sc2nc3c(cc12)CCC3	7	x	-13	16	-8	0	x	13

Going on with the list.
SMILES	Cneo AK release	F508del corr	miR-122 sensor	PGC1a acetyl inh	PglD DTNB	FN deposition inh	C2C12 statin	GSIS activator
C[C@@H]1CN([C@@H](C)CO)C(=O)c2cc(NC(=O)CCCCCC(=O)Nc3ccccc3N)ccc2O[C@@H]1CN(C)C(=O)Nc1ccccc1	-4	-0.5	-7[16.7 µM]	-7	4	x	1	4
CCC(=O)c1ccc(OC(=O)C2CCN(C3=NS(=O)(=O)c4ccccc43)CC2)cc1	2	3.5	5	4	-1	17	0	10
COc1ccc(S(=O)(=O)N(C)C[C@@H]2Oc3ccc(NS(C)(=O)=O)cc3C(=O)N([C@@H](C)CO)C[C@H]2C)cc1	4&3	2.9&0.9	-6[16.7 µM]	3	7&4	-13	-5	8&4
CC(C)(C)C(=O)Nc1ccnn1C1CCN(C(=O)c2ccc(Cl)cc2F)CC1	0	-1.2	-11	2	-4	x	1	3
O=C(NN1C(=O)C2C3C=CC(O3)C2C1=O)c1cccc(Br)c1 (stereo not given)	-2	1.3	4	-11	-4	-24	11	78*
Cc1ccc(C(=O)OCC(=O)c2ccccc2)cc1	-5	2.6	-4	1	-3	3	5	-4
COCC(C)n1c(SCC(=O)NC(=O)NC2CCCC2)nc2ccccc2c1=O (stereo not given)	0	0.4	-4	-5	-1	4	0	x

Exported with values under each structure: part of the list above
Values in the order – Cneo AK release	F508del corr	miR-122 sensor	PGC1a acetyl inh	PglD DTNB	FN deposition inh	C2C12 statin	GSIS activator
> O=C(NN1C(=O)C2C3C=CC(O3)C2C1=O)c1cccc(Br)c1 (stereo not given)
  -2	1.3	4	-11	-4	-24	11	78*
> COc1ccc(S(=O)(=O)N(C)C[C@@H]2Oc3ccc(NS(C)(=O)=O)cc3C(=O)N([C@@H](C)CO)C[C@H]2C)cc1
  4&3	2.9&0.9	-6[16.7 µM]	3	7&4	-13	-5	8&4
> CC(C)(C)C(=O)Nc1ccnn1C1CCN(C(=O)c2ccc(Cl)cc2F)CC1
  0	-1.2	-11	2	-4	x	1	3
> C[C@@H]1CN([C@@H](C)CO)C(=O)c2cc(NC(=O)CCCCCC(=O)Nc3ccccc3N)ccc2O[C@@H]1CN(C)C(=O)Nc1ccccc1
  -4	-0.5	-7[16.7 µM]	-7	4	x	1	4
> CCC(=O)c1ccc(OC(=O)C2CCN(C3=NS(=O)(=O)c4ccccc43)CC2)cc1
  2	3.5	5	4	-1	17	0	10
> Cc1ccc(C(=O)OCC(=O)c2ccccc2)cc1
  -5	2.6	-4	1	-3	3	5	-4
